14-3-3g Raf: 14-3-3 gamma protein interaction modulation. hit rate 0.19% among 160,000. P61981. inhibition, % at 40 µM. FP, 14-3-3gamma / TMR-pS259-Raf peptide binding. AID 422; in the data active = inhibition above about 30%;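 note: 0% = protein plus tracer without compound and 100% = blank with tracer alone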
Target sequence (P61981 whole entry, looked up): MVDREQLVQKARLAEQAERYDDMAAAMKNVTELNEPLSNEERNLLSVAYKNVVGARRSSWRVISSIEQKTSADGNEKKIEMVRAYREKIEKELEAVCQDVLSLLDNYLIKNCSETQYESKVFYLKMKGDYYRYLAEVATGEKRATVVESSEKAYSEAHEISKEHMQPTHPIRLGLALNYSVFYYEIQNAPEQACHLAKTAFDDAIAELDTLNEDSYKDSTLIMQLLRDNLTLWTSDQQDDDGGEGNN
* = called active by the depositor; & = joins results of further samples. Only part of the results is shown (hit frequency here may not be typical).

SMILES	14-3-3g Raf
CCCCN(C)CCn1c(=S)[nH]c2cc3c(cc2c1=O)OCO3	2
Cc1ccc([N+](=O)[O-])cc1NC(=O)COc1ccccc1C(C)(C)C	-1
Cc1c(C(=O)N2CCC(C(N)=O)(N3CCCCC3)CC2)sc2ncn(Cc3ccccc3Cl)c(=O)c12	-5
COC(=O)c1sc(NC(=O)CSc2nc(C)nc3sc4c(c23)CCC4)c(C(=O)OC)c1C	-16
Cc1c(C(=O)O)[nH]c2c1C(=O)CC(c1ccc(C(C)(C)C)cc1)C2 (configuration not stated)	-8
Cc1ccc(C(C)C)c(OCCNC(=O)c2ccc(C(C)(C)C)cc2)c1	2
O=C1c2ccccc2CC1Sc1nnc(-c2ccccn2)o1 (configuration not stated)	-5
Cc1ccc(NC(=O)c2nn(C)cc2[N+](=O)[O-])c2cccnc12	-6
O=C(NCc1cccs1)C1CCCN(S(=O)(=O)c2cccc3nonc23)C1 (configuration not stated)	-30
CC(OC(=O)c1cc2sccc2n1C)C(=O)NCc1cccs1 (configuration not stated)	-8
COc1ccc(C(CC(=O)O)NC(C)=O)c2ccccc12 (configuration not stated)	-1
CCc1ccc(NC(=O)c2cc(S(=O)(=O)N(CC)Cc3ccccc3)ccc2F)cc1	4
CS(=O)(=O)N(CCc1ccccc1)CC(=O)N1CCc2ccccc2C1	-10
Cc1ccc(S(=O)(=O)N(CCC(N)=O)Cc2ccccc2)cc1	-2
O=C(CCCC1=NS(=O)(=O)c2ccccc2N1)N1CCCCCC1	1
Cc1ccc(N=c2oc3ccc(Br)cc3cc2C(N)=O)cc1	1
COc1ccc(N2CCN(C(=O)C3CCN(S(=O)(=O)c4ccc(F)cc4)CC3)CC2)cc1	1
CCCCN(CC)C(=O)c1cc2cc3ccc(Cl)cc3nc2o1	-2
COc1ccc(S(=O)(=O)N(CC(=O)NCc2cccnc2)c2ccc(C)cc2)cc1	-11
COC(=O)[C@@H](N)Cc1ccc(O)c(O)c1	-7
O=[N+]([O-])c1cccc(C=Nc2ccc(-c3nnc(-c4ccccc4)o3)cc2)c1	-2
COc1ccc(N(CN2C(=O)C3C4C=CC(C4)C3C2=O)C(=O)c2ccco2)cc1 (configuration not stated)	12
O=C(C1CCCCC1)N1CCN=C1SCc1cccnc1	-2
CCOc1ccc(NC(=O)Nc2cccc(C)n2)cc1	3
COc1ccc(Cn2nnnc2C(C(C)C)N2CCc3ccccc32)cc1 (configuration not stated)	0
Nc1cccc(-n2nncc2-c2ccccc2)c1	-2&1
C=CCn1c(SCC(=O)c2ccc3c(c2)Cc2ccccc2-3)nnc1-c1cccc(OC)c1	-7
CC1(C)Cc2ccccc2-c2nnc(-c3cccnc3)n21	0
Cc1cccc(C)c1NC1OC(=O)c2ccccc21 (configuration not stated)	-10
O=S1(=O)N=C(Cc2ccccc2Br)Nc2ccccc21	1
O=C(Nc1cc(C(=O)N2CC=C(c3ccccc3)CC2)ccc1N1CC2CC(C1)c1cccc(=O)n1C2)c1ccc(F)cc1 (configuration not stated)	-20
COc1ccccc1S(=O)Cc1ccc(C(=O)O)o1 (configuration not stated)	-3
CCn1c(=O)cc(SCC(=O)N2CCN(C(=O)c3ccco3)CC2)c2ccccc21	0
CC(=O)Nc1nc(C)c(Cc2ccccc2)c(=O)[nH]1	-4
CCCCCn1c(S(=O)(=O)O)nc2ccccc21	0
CC(=O)C1C(c2cccc(C)c2)NC(=O)NC1(O)C(F)(F)F (configuration not stated)	3
Cc1cc(C(=O)Nc2cccc(Cl)c2C)no1	-3
CC(O)c1nc2ccccc2n1Cc1ccc(Cl)cc1 (configuration not stated)	-1
COc1cc(C=C2OC(=O)c3c2cc(C)[nH]c3=O)ccc1O	-227
O=C1CCCC(=O)C1C1c2ccccc2Sc2ccccc21	8
CN1CCN(C(=O)CN2C(=O)c3cccc4cccc(c34)C2=O)CC1	-5
CCC(CC)C(=O)NCc1ccccc1Cl	2
O=C(CCN1CCN(CCO)CC1)Nc1ccc(OC(F)(F)F)cc1	18
Clc1ccc2nc(-c3cccs3)c(NC3CCCCC3)n2c1	1
O=C(NCCCC(=O)N1CCOCC1)c1cccnc1	-3
COc1ccc(N2CCN(c3nc(NCCc4ccc(OC)c(OC)c4)nc(OC)n3)CC2)cc1	-9
O=C(NC1CCCCC1)c1c(NS(=O)(=O)c2ccccc2)sc2c1CCCC2	-43
O=c1[nH]c2ccc(N=Cc3ccc(O)cc3O)cc2[nH]1	-11
CCOC(=O)C1CCN(C(=O)c2cnn3c(C)cc(C)nc23)CC1	-7&-3
CCNc1nc2nonc2nc1NCC	1
C=CCn1c(SCc2ccccc2C#N)nnc1-c1ccccc1O	2
O=C(CSc1nc2ccccc2n1CC(=O)N1CCCC1)Nc1nccs1	-4
COc1ccc(S(=O)(=O)NCCC(=O)NCc2cccs2)cc1	-5&-2
COc1ccc(OC)c2[nH]c(=O)c(CCNC(=O)c3cc(C)cc(C)c3)cc12	-1
Cc1c(NC(=O)c2cc3ccccc3oc2=O)c(=O)n(-c2ccccc2)n1C	-1
CC(=O)C1C(=O)CC(C)(O)C(C(C)=O)C1c1ccc(C)cc1 (configuration not stated)	10
COc1cc(CN2CCN(C(=O)c3cc(OC)c(OC)c(OC)c3)CC2)cc(OC)c1	-9
Cc1ccc(NC(=O)c2ccc(N(C)S(=O)(=O)c3ccccc3)cc2)cc1	-2
CCOc1ccc(-c2[nH]ncc2Oc2ccccc2OCC)c(O)c1	-10
Cc1cccc(-n2c(CNC(=O)Cc3ccccc3)n[nH]c2=S)c1	-3
(more compounds)
SMILES	14-3-3g Raf
CCc1ccc(NC(=O)CSc2ncccc2C(=O)O)cc1	5
COc1cccc(OCC(=O)N(C)C2CCS(=O)(=O)C2)c1 (configuration not stated)	-4
Cc1ccccc1OCC(=O)NCc1ccncc1	1
Cc1ccccc1Cn1nc(C)c(NC(=O)c2cc(-c3cccs3)on2)c1C	-5
COc1ccc(N=c2oc3ccccc3cc2C(=O)Nc2ccccc2F)cc1	-1
CC1CCCCN1S(=O)(=O)c1ccc(NC(=O)COc2ccc3ccccc3c2)cc1 (configuration not stated)	5
Cn1c(=O)c2c(nc(N3CCOCC3)n2Cc2ccc(F)cc2)n(C)c1=O	-2
Nc1cc(N)nc(SCc2cccnc2)n1	-4
COc1ccc(C2CC(=O)C3=C(C2)Nc2ccccc2NC3c2cc3c(cc2[N+](=O)[O-])OCO3)cc1OC (configuration not stated)	-15
O=C(NCCCN1CCOCC1)c1ccc2c(c1)ncn2C1CCCCC1	8
CC(=O)Nc1ccc(S(=O)(=O)N(C)S(=O)(=O)c2ccc(F)cc2)cc1	-4
CC(=O)c1c(C)[nH]c(C(=O)Nc2nc(C)cs2)c1C	-15
COc1ccc(Cl)cc1NC(=O)CSc1ncnc2c1oc1ccccc12	-11
CC(=O)c1cnc2nc(C)nn2c1C	3
CCOc1ccccc1Nc1nnc(SCC(=O)Nc2cc(C)on2)s1	-5
CCOc1ccc(S(=O)(=O)NCCCN2CCOCC2)c2ccccc12	0
CCC(C)OC(=O)C1=C(C)NC2=C(C(=O)C(C(=O)OC)C(C)C2)C1c1cccc(Cl)c1 (configuration not stated)	0
Cc1ccc(C)c(N(C)C(=O)c2cc3c(=O)oc4ccccc4c3s2)c1	-5
CCNC(=O)N1CCN(CCCC(c2ccc(F)cc2)c2ccc(F)cc2)CC1	-6
COc1ccc(NC(=O)CSc2nc3ccccc3c(=O)n2Cc2ccco2)c(OC)c1	2

Filtered by structure, those above with a tert-butyl group
SMILES	14-3-3g Raf
Cc1ccc([N+](=O)[O-])cc1NC(=O)COc1ccccc1C(C)(C)C	-1
Cc1c(C(=O)O)[nH]c2c1C(=O)CC(c1ccc(C(C)(C)C)cc1)C2 (configuration not stated)	-8
Cc1ccc(C(C)C)c(OCCNC(=O)c2ccc(C(C)(C)C)cc2)c1	2

Filtered by structure: the entries above containing a nitro group on carbon
SMILES	14-3-3g Raf
Cc1ccc([N+](=O)[O-])cc1NC(=O)COc1ccccc1C(C)(C)C	-1
Cc1ccc(NC(=O)c2nn(C)cc2[N+](=O)[O-])c2cccnc12	-6
O=[N+]([O-])c1cccc(C=Nc2ccc(-c3nnc(-c4ccccc4)o3)cc2)c1	-2
COc1ccc(C2CC(=O)C3=C(C2)Nc2ccccc2NC3c2cc3c(cc2[N+](=O)[O-])OCO3)cc1OC (configuration not stated)	-15

Continuation.
SMILES	14-3-3g Raf
CNc1ccc(C(O)(C(F)(F)F)C(F)(F)F)cc1C(O)(C(F)(F)F)C(F)(F)F	-3
O=C(CSc1nc2ccsc2c(=O)n1Cc1ccco1)c1ccccc1	-7
O=C(CCn1c(SCc2ccc(Cl)cc2)nc2ccccc2c1=O)N1CCN(c2ccccc2)CC1	-8
CCCn1cnc2sc(C(=O)N3CCN(Cc4ccc5c(c4)OCO5)CC3)c(C)c2c1=O	-4
NC(=O)CSc1nnc(-c2cc3ccccc3o2)n1Cc1ccccc1	2
Cc1cc(C)nc(N2CCCC(C(=O)NCCc3ccc(F)cc3)C2)n1 (configuration not stated)	-3
CCOC(=O)C(C)Sc1nnc(Cc2cc(=O)[nH]c(=O)[nH]2)n1-c1cccc(OC)c1 (configuration not stated)	-5
CCOc1ccc(-n2c3nc4ccccc4nc3c3c(=O)n(Cc4ccco4)cnc32)cc1	1
Cc1ccc(OCc2nnc(NC(=O)c3ccco3)s2)c(C)c1	-11
Oc1ccc(C(=S)N2CCCCC2)cc1	-2
COc1ccc(NC(=O)CCNC(=O)Cn2cnc3ccccc3c2=O)c(OC)c1	-7
O=C(CSc1ccc2nnc(-c3ccccn3)n2n1)NCC1CCCO1 (configuration not stated)	0
COC(=O)c1ccc(C=Nc2ccc(O)c(-c3nc4ccc(C)cc4o3)c2)cc1	-16
CCN(CC)c1ccc(C(=O)Nc2nc3ccc4sc(C)nc4c3s2)cc1	-33
CC(C)(C)n1nc2c(c1NC(=O)CCC1CCCC1)CS(=O)C2 (configuration not stated)	-3
Nc1c(C(=O)C2CC2)sc2nc(-c3ccccc3)cc(-c3ccc(F)cc3)c12	1
Cc1csc(CC(=O)c2ccc(O)c(C)c2O)n1	-40
COC(=O)[C@H](C)NC(=O)NCc1ccccc1F	-3
CC(=O)c1c(C)n(C)c2ccc(OC(=O)c3cccc(Br)c3)cc12	-9
NC(=O)c1ccccc1NC(=O)c1ccc(-c2cccc(Cl)c2)o1	1
COc1cc2c(cc1OC)C1C(C(=O)NCc3ccccn3)c3ccccc3C(=O)N1CC2 (configuration not stated)	-7
O=C1CC(c2ccc(OC(F)(F)F)cc2)c2ccc3ccccc3c2N1 (configuration not stated)	-2
c1ccc(Cn2c3c(c4ccccc42)CCOc2ccccc2-3)cc1	-6
CCn1c(SCC(=O)N2CCN(c3ccc(Cl)cc3)CC2)nc2ccccc2c1=O	-9
CN1C(=O)c2ccc(NC(=O)CN3C(=O)c4ccccc4S3(=O)=O)cc2C1=O	1
CC(C)(C)c1ccc(-c2nc3ccccc3c(=O)o2)cc1	-8
CC(=O)N1CCc2cc(S(=O)(=O)NCCC(=O)Nc3ccc(OC(F)(F)F)cc3)ccc21	-7
CCC1SC2=NC(C)=C(C(=O)OC)C(c3ccc(Br)cc3)N2C1=O (configuration not stated)	-7
COc1ccccc1CC(=O)Nc1nccs1	-9
CCN(CC)c1ccc(C2C(C(=O)Nc3ccccc3F)=C(C)NC3=C2C(=O)CC(C)(C)C3)cc1 (configuration not stated)	-14
CCOC(=O)N1CCC(NC(=O)c2cc3cc4cc(OC)ccc4nc3o2)CC1	-3
O=C(c1ccccc1)c1cnc(Nc2nc3ccccc3o2)nc1-c1ccccc1	5
c1ccc(-c2cc3ccccc3[nH]2)cc1	1
CN(C)CCNC(=O)NC1CCCCC1	-5
O=C1C(Cc2c[nH]c3ccccc23)N=C2c3ccccc3N=C(SCc3ccccc3Cl)N12 (configuration not stated)	-22
COc1ccccc1C(=O)Oc1ccc(N2C(=O)CCC2=O)cc1	-1
CC1CCN(c2cc(Nc3ccc(C(=O)O)cc3)c3c4c(onc24)-c2ccccc2C3=O)CC1	-427
N=C1C(c2nc3ccccc3s2)=C(O)CN1Cc1cccnc1	-14
CCOC(=O)C1CCN(C(=O)c2cc3c(=O)[nH]c4ccccc4c3s2)CC1	-13
Cc1cccc2c(C(=O)O)cc(-c3ccccc3)nc12	4

Part of the list above, field by field.
> COc1ccccc1C(=O)Oc1ccc(N2C(=O)CCC2=O)cc1
- 14-3-3g Raf: -1
> CC1CCN(c2cc(Nc3ccc(C(=O)O)cc3)c3c4c(onc24)-c2ccccc2C3=O)CC1
- 14-3-3g Raf: -427
> N=C1C(c2nc3ccccc3s2)=C(O)CN1Cc1cccnc1
- 14-3-3g Raf: -14

Carrying on.
SMILES	14-3-3g Raf
CS(=O)(=O)N(CC(=O)N1CCCC1)c1cccc(Cl)c1	-7
O=C(COc1ccc2c(c1)OCO2)Nc1ccc2c(c1)oc1ccccc12	4
O=C(Nc1ccc(Br)cc1)C12CC3CC(CC(Cl)(C3)C1)C2	7
CC(C)(C)c1ccc(C(=O)CC2(O)C(=O)N(CCCc3ccccc3)c3ccccc32)cc1 (configuration not stated)	8
CC(C)Cc1cc(-c2cccc(Br)c2)c(C#N)c(N)n1	-12
CCOc1ccc(-c2cn(-c3ccccc3Cl)c(=S)[nH]2)cc1	-99
O=C(OC(C(=O)c1ccccc1)c1ccccc1)c1ccc(Br)c([N+](=O)[O-])c1 (configuration not stated)	0
COC(=O)c1c(NC(=O)CSc2nncs2)sc2c1CCCCC2	-8
CCN1CCN(c2cc(C)c3cc(NC(=O)Cc4cccc(OC)c4)ccc3n2)CC1	-13
COC(=O)c1cnn2c(C)c(Cc3ccc(Cl)cc3)c(C)nc12	-6
O=C(NCCn1cccc1)c1cccc2ccccc12	-8
CC1=C(C(=O)OCCc2ccccc2)C(c2coc3ccccc3c2=O)C2=C(CCCC2=O)N1 (configuration not stated)	1
CCCCCN(C(=O)NC(=O)NCCCC)S(C)(=O)=O	-1
CC(C)(C)c1ccc(OCCCC(=O)Nc2nc(-c3ccccc3)cs2)cc1	-11
CCOCCOC(=O)C1=C(C)NC2=C(C(=O)CC(c3cccs3)C2)C1c1coc2ccccc2c1=O (configuration not stated)	-8
CCc1ccc(CN2CCN(C3CCCCCC3)CC2)cc1	-8

Screening data (PubChem BioAssay)
